Source: PubChem BioAssay
GLP1R ag: GLP-1 receptor (human) agonism. HEK293 GLP-1R CRE-luciferase, luminescence, 4-6 h; cells express a hypersensitive GLP-1R form. AID 624172. hit rate 0.007% among 380,000. Potency, µM (top dose mostly 45.6 µM), for inactives: at the top dose activation, most hits filed as activators. P43220; note: potency is the fitted concentration of half-maximal effect; % of control where 0% means no effect
Target sequence (P43220 whole entry, looked up): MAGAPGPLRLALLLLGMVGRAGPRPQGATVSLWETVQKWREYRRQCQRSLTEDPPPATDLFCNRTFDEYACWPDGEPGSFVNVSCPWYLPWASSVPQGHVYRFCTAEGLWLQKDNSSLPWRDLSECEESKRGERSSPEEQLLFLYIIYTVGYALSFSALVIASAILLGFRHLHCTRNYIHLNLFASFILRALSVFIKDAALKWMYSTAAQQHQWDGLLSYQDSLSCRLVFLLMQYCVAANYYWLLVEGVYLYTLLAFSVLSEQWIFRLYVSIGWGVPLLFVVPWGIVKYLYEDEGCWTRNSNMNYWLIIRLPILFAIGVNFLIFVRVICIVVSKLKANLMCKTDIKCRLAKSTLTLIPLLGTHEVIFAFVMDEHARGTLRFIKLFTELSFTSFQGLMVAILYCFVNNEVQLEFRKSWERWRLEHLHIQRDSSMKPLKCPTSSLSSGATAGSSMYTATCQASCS
KB-V1 cytotox: kills drug-selected multidrug resistant KB-V1 cells. KB-V1 MDR cells viability, CellTiter-Glo, 72 h. Potency, µM (top dose mostly 46.1 µM), for inactives: top-dose activity change, negative = cytotoxicity, actives largely listed as cytotoxic. hit rate 3.4% among 400,000. AID 1347076; note: potency is the fitted concentration of half-maximal effect; % is set by controls: 0 for no effect and ±100 for the full control effect; nearly all actives have a fitted effect of over 60% in size
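Compound-treated KB-V1 multidrug-resistant cells, 72 h, 37 degrees C; viability by CellTiter-Glo. Fitted qHTS curves give the values.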
D3 ag: activates the human D3 dopamine receptor; P35462; D3R DiscoveRx beta-arrestin cells, luminescence, 90 min; max activation, %; hit rate 0.58% among 410,000; AID 652048; in the data active = max activation above about 30%; note: 0% is about no effect; mostly tested at two doses, the higher about 12 µM
Target sequence (P35462 whole entry, looked up): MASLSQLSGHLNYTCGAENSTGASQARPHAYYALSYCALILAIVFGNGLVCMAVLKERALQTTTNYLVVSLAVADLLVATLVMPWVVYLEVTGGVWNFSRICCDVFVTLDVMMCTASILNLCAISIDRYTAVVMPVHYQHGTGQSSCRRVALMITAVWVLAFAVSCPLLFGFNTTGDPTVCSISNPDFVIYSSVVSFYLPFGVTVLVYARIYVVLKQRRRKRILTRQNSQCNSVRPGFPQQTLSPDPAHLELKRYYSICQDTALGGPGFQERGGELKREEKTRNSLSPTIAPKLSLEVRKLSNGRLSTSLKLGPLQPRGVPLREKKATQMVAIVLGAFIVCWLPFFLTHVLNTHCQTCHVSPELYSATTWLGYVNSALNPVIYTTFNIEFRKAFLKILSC
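Agonist-mode cell screen: cells plated at 1500/well and incubated overnight at 37 °C, then exposed to library compounds for 90 min at 37 °C. Detection reagent was added for 30–60 min at room temperature, and luminescence was read.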
SW480 rereplic: inducers of DNA re-replication in SW480 colon cancer cells; hit rate 1.8% among 340,000; AID 624297; SW480 DNA re-replication, Hoechst DNA content imaging, 48 h; Potency, µM (highest dose often 46.1 µM), for inactives: top-dose re-replication activation, actives largely listed as activators; note: potency is the fitted concentration of half-maximal effect; % of control where 0% means no effect; nearly all actives have a fitted effect of over 55% in size
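Compounds, transferred as 23 nL by pin tool, were incubated with cells for 48 hr; DNA content per nucleus was then quantified by Hoechst staining and fluorescence plate imaging.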
D3 antag: D3 dopamine receptor (human) antagonism; P35462; D3R cells, DiscoveRx beta-arrestin luminescence, antagonist mode; active compounds read low; max response, negative = inhibition, %; hit rate 2.5% among 360,000; AID 652054; in the data active = max response below about -50%; inconclusive = no clear call, values can overlap the other calls; note: % is set by controls: 0 for no effect and ±100 for the full control effect; mostly tested at two doses, the higher about 12 µM
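Cells expressing the human receptor were seeded at 1500 cells/well, incubated overnight at 37 degrees C in 5% CO2, then exposed to library compounds with dopamine controls for 90 minutes at 37 degrees C before luminescent detection.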
HT1080-NT tox: kills 2HG-producing HT-1080-NT fibrosarcoma cells; AID 686970; HT-1080-NT fibrosarcoma viability, CellTiter-Glo ATP luminescence, 48 h; Potency, µM (series often up to 46.1 µM), without a hit: top-dose activity, negative = less viability, actives largely listed as cytotoxic; hit rate 1.6% among 360,000;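 note: NT is the 2HG producing partner of a matched IDH1 knockdown line; potency is the fitted concentration of half-maximal effect; 0% = DMSO-treated cells and -100% = media-only wells without cells; nearly all actives have a fitted effect of over 55% in size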
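HT-1080-NT; 750 cells/well; 5% FBS RPMI; 48 h compound, 37 degrees C; CellTiter-Glo luminescence; curve fitting and curve-class assignment.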
HT1080 IDH1KD tx: kills HT-1080 cells with IDH1 knockdown; HT-1080 IDH1 knockdown viability, ATP luminescence, 48 h; Potency, µM (titrated, usually from 46.1 µM), without a hit: at the top dose activity, negative = toxicity, most hits filed as cytotoxic; hit rate 2% among 360,000;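 note: potency is the fitted concentration of half-maximal effect; 0% = DMSO wells and -100% = cell-free medium wells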
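HT-1080-IDH1KD cells (IDH1 knocked down), 750/well in RPMI with 5% FBS, treated with compound 48 h at 37 degrees C. Viability by CellTiter-Glo luminescence, normalised to DMSO and no-cell wells; concentration-response curves classed.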
KB-3-1 tox: kills parental KB-3-1 adenocarcinoma cells; KB-3-1 viability, CellTiter-Glo ATP luminescence, 72 h; hit rate 1.4% among 400,000; Potency, µM (series often up to 46.1 µM), for inactives: at the top dose activity change, negative = cytotoxic, actives largely listed as cytotoxic; note: potency is the fitted concentration of half-maximal effect; % is set by controls: 0 for no effect and ±100 for the full control effect; nearly all actives have a fitted effect of over 60% in size
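Using CellTiter-Glo luminescence, growth of non-resistant KB-3-1 adenocarcinoma cells is assessed 72 h after pin-tool compound addition at 37 °C. Normalized responses across the concentration series yield fitted curves.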
IL1B secr inh: blocks inflammasome-driven IL-1 beta release. activity change, % at 57.5 µM. THP-1 LPS/ATP IL-1B secretion, AlphaLISA, 16 h; active compounds read low. hit rate 4.7% among 360,000; in the data active = activity change below about -50%; inconclusive = mostly about -30% to -49%; note: % is set by controls: 0 for no effect and ±100 for the full control effect
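THP-1 cells pretreated 1 hr with compounds (up to 57.5 uM final), then stimulated with LPS (250 ng/mL final) plus ATP (1.25 mM final); secreted IL-1B measured by AlphaLISA after 16 hr, decreased signal indicating inhibition.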
Starred values were filed as active, the others as inactive; ? = inconclusive; nt = not tested or not shown; & = joins results of further samples; [ ] = remark or other dose. Unless noted, calls come from the whole dose curve; as a rule, active = well fitted curve in the direction sought with a large enough effect; inconclusive = small, poorly fitted or top-dose-only effect, or another doubt; inactive = no such curve, though single readings can be large; an effect the other way counts as inactive or inconclusive. Random draw from the library (roughly 12% active in at least one column).

SMILES	GLP1R ag	KB-V1 cytotox	D3 ag	SW480 rereplic	D3 antag	HT1080-NT tox	HT1080 IDH1KD tx	KB-3-1 tox	IL1B secr inh
CC(C)C(c1nnnn1C(C)(C)C)N1CCN(Cc2cccnc2)CC1 (stereo not drawn)	-2%	8%	-21	-18%	2	11%	9%	-21%	19
O=C(NCCS(=O)(=O)N1CCN(c2ccccc2)CC1)c1ccc(Br)o1	3%	?	-5	?	5	0%	10%	-2%	22
COc1cccc(CNC(=O)N2CCN(c3ccccc3)CC2)c1	1%	1%	5	16%	1	10%	13%	19%	-4
COC(=O)c1cc(OC)c(OC)cc1NC(=O)Cn1nnc(-c2ccccc2Cl)n1	5%	?	52*	15µM*	6	14%[9.24 µM]	4%	4%	9
Cc1nc(NC(=O)C2CC2)sc1C(=O)Nc1ccccc1	1%	-19%	-4	3%	-9	-22%	-25%	26%	29
CCCOc1ccc(C(=O)OCCN2CCCCC2)c(O)c1	14%	-1%	-6	-32%[inhibitor]	-23	0%	0%	-2%	-2
Cc1ccc(/C=C/C(=O)NCc2ccccn2)o1	-9%	25%	-1	-8%	-6	18%	10%	3%	6
CCOc1ccc(N2C(=O)CC(Cc3ccccc3OC)C2=O)cc1 (stereo not drawn)	-1%	?	3	-3%	10	13%	20%	28%	2
CC1Cc2ccccc2N1C(=O)COC(=O)c1ccco1 (stereo not drawn)	-1%	11%	2	nt	14	7%	2%	-13%	5
COc1ccc(-c2c(C)nn(-c3ccccc3)c2N)cc1	-2%	-7%	-9	-4%	17	1%	?	-1%	12
CCOc1ccc2nc(-c3ccccc3)nc(SCC(=O)OC)c2c1	-1%	-20%	4	-2%	10	10%	1%	5%	9
COCn1c(-c2ccc(OC)c(OC)c2)nc2ccccc21	21%	0%	6	-14%	16	16%	1%	8%	-23
CCOc1ncccc1C(=O)OCC(=O)NCc1ccc(C(=O)OC)cc1	1%	0%	2	-5%	-27	4%	8%	19%	25
O=C(O)CN(CCc1ccccc1)S(=O)(=O)c1ccccc1	-6%	-2%	20	-1%	3	11%	10%	-5%	10
O=C1NC[C@H](CCCCN2C[C@H](Cc3ccc(O)cc3)N(CCc3ccccc3)C(=O)C2=O)N(CCc2ccc(O)cc2)C1=O	1%	-4%	-3	nt	-2	15%	11%	8%	47
N#CC1=C(N)S[C@@H](C(=O)c2ccc(F)cc2)[C@@H]1c1cccs1	3%	?	0	3%	24	3%	-16%	?	-20
Fc1ccccc1OCC1CCCN(Cc2nc(CC3CC3)no2)C1 (stereo not drawn)	10%	13%	-32	-8%	-24	9%	7%	3%	6
O=C1N/C(=C/c2cccs2)C(=O)N1Cc1ccccc1F	1%	10%	-6	-30%[inhibitor]	-25	16%	17%	-6%	-10
Nc1ccc(Br)c2c1C(=O)c1ccccc1C2=O	12%	8%	5	-6%	-9	?	?	14%	-6
Cc1c(C(=O)OCC(=O)N2C(C)CCCC2C)oc2ccccc12 (stereo not drawn)	11%	0%	4	-3%	-11	-3%	-9%	-10%	-15
CCOC(=O)CCNC(=O)N1CCC(CCOc2ccccc2)(C(=O)OCC)CC1	12%	-9%	3	-8%	21	13%	15%	2%	32
CN(C)CCCN(C(=O)COc1ccc(Cl)cc1)c1nc2cc3c(cc2s1)OCO3	27%	11%	-17	?	-17	?	?	11%	-100*
COc1ccccc1NC(=O)CSc1nc2ccccc2c(=O)n1CCNC(C)=O	9%	?	2	-19%	8	-6%	3%	11%	-10
COCCNC(=O)CSc1ccc(C)cc1	4%	?	2	1%	5	7%	3%	0%	2
COc1ccccc1Nc1nc(N)nc(CN2CCN(c3ccccc3F)CC2)n1	-5%	-5%	3	-3%	-28	-14%	-1%	-2%	0
C[C@@H]1CN([C@@H](C)CO)C(=O)c2cc(C#CC(C)(C)O)cnc2O[C@@H]1CN(C)C(=O)c1ccccc1F	-4%	-4%	-3	nt	17	-2%	10%	0%	-26
O=S(=O)(Nc1ncccn1)c1cc(Cl)ccc1Cl	-1%	0%	2	?	4	2%	0%	20%	13
O=C(NNC(=O)c1cc(S(=O)(=O)N2CCCCC2)ccc1Cl)c1ccccc1O	-3%	-1%	4	?	12	-19%	?	-19%	36
COCCCn1c(SCC(=O)Nc2ccc(C)cc2)nc2ccccc2c1=O	18%	?	-7	-1%	6	-18%	-20%	-1%	0
COc1ccccc1OCC(=O)Nc1ccc(NC(=O)COc2ccccc2OC)cc1	1%	18%	8	-1%	2	-14%	-24%	?	23
CCn1c(C2CCN(S(=O)(=O)c3ccc(OC)cc3)CC2)n[nH]c1=S	4%	-15%	-2	-9%	-2	7%	-2%	-2%	-13
CC(C)Oc1ccc(CNC(=S)Nc2ccccc2)cc1Cl	11%	10%	3	-20%	0	4%	3%	-9%	4
Cc1ccccc1N1CCN(C(=S)c2ccc(-c3cccc([N+](=O)[O-])c3)o2)CC1	8%	-24%	-3	-86%[inhibitor]	-17	0%	-4%	-7%	37
CCOC(=O)N1CCN(C(=O)c2ccc(NC(=O)CC)cc2)CC1	5%	8%	1	-8%	39	4%	6%	6%	23
Cc1nc2ccccc2cc1C(=O)N/N=C/c1cccc([N+](=O)[O-])c1	12%	3%	-6	0%	20	-12%	-1%	3%	4
CCN(CC)S(=O)(=O)c1cccc(C(=O)N/N=C/c2ccc([N+](=O)[O-])o2)c1	8%	?	-20	21µM*	-21	?	18µM*	-16%	-89*
COc1cc(N/N=C(\C)c2ccc(N)cc2)nc(-c2ccccc2)n1	1%	32%	3	3%	44	-2%	-25%	9%	?
NS(=O)(=O)c1cccc(NC(=O)COC(=O)CCCc2c[nH]c3ccccc23)c1	5%	9%	2	27%	7	-2%	2%	-8%	18
Cc1cc(C)cc(NC(=O)CCn2ccnc2)c1	11%	-21%	3	-8%	7	5%	4%	8%	28
O=C(Nc1cc(F)ccc1F)C1CCN(S(=O)(=O)c2cccc3nonc23)CC1	7%	-17%	-2	-14%	-3	-11%	-21%	-3%	-3

The closing two compounds of the part before lead into the next:
SMILES	GLP1R ag	KB-V1 cytotox	D3 ag	SW480 rereplic	D3 antag	HT1080-NT tox	HT1080 IDH1KD tx	KB-3-1 tox	IL1B secr inh
Cc1cc(C)cc(NC(=O)CCn2ccnc2)c1	11%	-21%	3	-8%	7	5%	4%	8%	28
O=C(Nc1cc(F)ccc1F)C1CCN(S(=O)(=O)c2cccc3nonc23)CC1	7%	-17%	-2	-14%	-3	-11%	-21%	-3%	-3
COC(=O)C1NN=C(C(=O)c2ccc(Cl)cc2)C1c1ccc(OC)cc1 (stereo not drawn)	5%	?	-10	-1%	-11	-2%	-1%	1%	7
O=C(NC1CC1)C1CCCN(C(=O)NC2CCCCC2)C1 (stereo not drawn)	-2%	?	-4	-34%[inhibitor]	-8	-1%	-1%	0%	-3
CCS(=O)(=O)N1Cc2ccccc2CC1C(=O)Nc1nnc(C2CC2)s1 (stereo not drawn)	0%	?	4	-1%	3	0%	1%	9%	0
COc1ccc2nc3ccccc3nc2c1NC(=O)c1ccc(Cl)cc1	3%	-16%	8	0%	0	-5%	8%	-6%	35
O=S(=O)(CCSc1ccc(C(F)(F)F)cn1)c1ccc(Cl)cc1	17%	-18%	-4	?	-1	0%	0%	-12%	nt
Cc1cc(=O)n2nc(N3CCCC(C(=O)NCc4ccc(Cl)cc4)C3)sc2n1 (stereo not drawn)	-6%	6%	3	-20%	-1	0%	-5%	2%	-9
O=C(NCc1cccnc1)c1nc(-c2cccs2)no1	3%	5%	4	-5%	4	2%	1%	1%	10
CCOC(=O)N1CCN(C(=O)c2ccccc2N(C)S(C)(=O)=O)CC1	-3%	-3%	-7	-1%	-20	10%	21%	1%	-9
CC(C)NC(=O)c1onc(CSc2ccncc2)c1C(=O)NC(C)C	-6%	19%	19	3%	?	0%	0%	-7%	24
COc1ccc2c(C)cc(SCC(=O)N(C)C3CCS(=O)(=O)C3)nc2c1 (stereo not drawn)	9%	-18%	5	3%	-2	-8%	6%	9%	4

Whole records as entered above. Order of values: GLP1R ag | KB-V1 cytotox | D3 ag | SW480 rereplic | D3 antag | HT1080-NT tox | HT1080 IDH1KD tx | KB-3-1 tox | IL1B secr inh
Results for `Cc1nc(NC(=O)C2CC2)sc1C(=O)Nc1ccccc1` → 1% | -19% | -4 | 3% | -9 | -22% | -25% | 26% | 29
Results for `Cc1ccc(/C=C/C(=O)NCc2ccccn2)o1` → -9% | 25% | -1 | -8% | -6 | 18% | 10% | 3% | 6

(continued)
SMILES	GLP1R ag	KB-V1 cytotox	D3 ag	SW480 rereplic	D3 antag	HT1080-NT tox	HT1080 IDH1KD tx	KB-3-1 tox	IL1B secr inh
CCOC(=O)c1ccc(N2C(=O)c3n[nH]c(C)c3C2c2ccc(C(C)C)cc2)cc1 (stereo not drawn)	-1%	0%	-1	nt	nt	nt	nt	3%	nt
COc1ccc(OCCn2c(=O)sc3ccccc32)cc1	16%	?	7	1%	4	-3%	-13%	-9%	-23
Cc1cc(NC(=O)CN2C(=O)NC(CC(C)C)C2=O)no1 (stereo not drawn)	-4%	3%	-7	-8%	5	17%	-1%	2%	-1
COc1ccccc1/C=C(/C(=O)OCC(N)=O)c1ccccc1	12%	6%	-4	-5%	16	3%	2%	11%	2
O=C(Cn1cc(C(F)(F)F)ccc1=O)N/N=C/c1cccc(Cl)c1	8%	-11%	-5	6%	-13	5%	9%	3%	8
COc1ccc(S(=O)(=O)Nc2ccccc2)cc1OC	-3%	0%	-4	-7%	-3	-7%	0%	6%	7
CC[C@@]1(C(=O)OC)N[C@H](CN(C)C(=O)Nc2ccc(Cl)cc2)[C@@H]2C(=O)N(Cc3ccccc3)C(=O)[C@@H]21	9%	0%	-7	1%	0	-3%	-4%	0%	-15
Cc1cccc(NC(=O)COC(=O)CCCC2=NS(=O)(=O)c3ccccc3N2)c1	0%&1%	-1%&0%	6&-2	-11%	10	8%	29%	-1%&0%	6
COCCN1C(=NCCCOC(C)C)N[C@@H](c2ccccc2)C(C(=O)OC)=C1C	-4%	-2%	-7	14%	0	-8%	-3%	-19%	20
Cc1ccc(C(=O)C2CCN(CC(=O)Nc3ccccc3C)CC2)cc1	2%	?	-15	-1%	?	-15%	-4%	8%	-16
